PDI inh – PDI (human) enzyme inhibition | P07237 | PDI insulin aggregation turbidity, A650, 90 min | inhibition, % at 10 µM | hit rate 0.052% among 350,000;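 active = mean inhibition across replicates of 30% or more, whatever share of single replicates reach that level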;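 also: absorbance from insulin aggregation driven by PDI reduction with DTT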
Target sequence (P07237 whole entry, looked up): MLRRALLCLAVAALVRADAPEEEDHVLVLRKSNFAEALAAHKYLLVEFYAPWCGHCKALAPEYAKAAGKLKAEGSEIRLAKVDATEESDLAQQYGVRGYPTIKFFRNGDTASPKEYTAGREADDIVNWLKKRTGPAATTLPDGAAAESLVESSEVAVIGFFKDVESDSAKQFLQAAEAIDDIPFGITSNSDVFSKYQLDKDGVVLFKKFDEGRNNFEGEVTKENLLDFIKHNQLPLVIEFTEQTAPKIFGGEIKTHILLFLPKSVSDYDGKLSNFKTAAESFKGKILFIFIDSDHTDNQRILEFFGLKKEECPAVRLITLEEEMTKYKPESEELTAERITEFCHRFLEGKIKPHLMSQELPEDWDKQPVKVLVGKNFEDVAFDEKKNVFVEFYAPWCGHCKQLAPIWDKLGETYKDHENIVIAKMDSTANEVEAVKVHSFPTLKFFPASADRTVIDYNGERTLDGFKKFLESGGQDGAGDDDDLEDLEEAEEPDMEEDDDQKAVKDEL
MC4R barr agon – human MC4R agonism via beta-arrestin; U2OS MC4R beta-arrestin complementation, luminescence; percent of melanotan II response, DMSO zero; activation, % at 8.9 µM; hit rate 0.98% among 360,000; AID 540308;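 active = activation above a per-plate cutoff, the mean activation of sample wells on that plate plus 3 SD, cut at about 8% in these data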
Target sequence (P32245 whole entry, looked up): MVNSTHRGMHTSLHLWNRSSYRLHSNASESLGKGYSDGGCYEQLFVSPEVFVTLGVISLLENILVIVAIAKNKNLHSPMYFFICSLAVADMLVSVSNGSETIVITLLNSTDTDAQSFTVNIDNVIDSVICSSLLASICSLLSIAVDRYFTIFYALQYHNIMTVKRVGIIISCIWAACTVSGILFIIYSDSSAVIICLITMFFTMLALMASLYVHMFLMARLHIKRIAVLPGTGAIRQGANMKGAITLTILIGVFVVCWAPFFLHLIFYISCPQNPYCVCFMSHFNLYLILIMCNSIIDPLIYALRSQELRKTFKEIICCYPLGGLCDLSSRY
MC4R antagonist – antagonists of human melanocortin 4 receptor (MC4R); P32245; MC4R-expressing cells, MTII-stimulated cAMP, LANCE TR-FRET; inhibition, % at 6.5 µM; hit rate 0.48% among 360,000; AID 540295;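 active = inhibition above its plate's cutoff, the mean of tested wells on that plate plus 3 SD, cut at about 29% in these data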;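 also: 0% = Melanotan II alone and 100% = Melanotan II plus saturating MCL0020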
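Test system: U2OS cells stably expressing human melanocortin 4 receptor (MC4R); also added: Melanotan II challenge; compound: 6.5 µM single dose; timing: 30-min compound preincubation, 1-h Melanotan II challenge, 1-h detection, room temperature; signal: Eu-cAMP/anti-cAMP TR-FRET, emission 671 nm; repeats: one well per compound, no replicates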
Vif inh – blocks HIV Vif function; HEK293T cells, Vif self-association by quenched fluorescence, imaging, 24 h; inhibition, % at 7.49 µM; hit rate 0.35% among 340,000; AID 602346; in the data active = inhibition above about 50%, passing the limit was not always enough; also: some results filed as inactive read as strong as hits
Cardio protect – myocardial damage modulation in H9c2 cells | H9c2 cardiomyocytes, H2O2 injury protection, ATPLite, 2 h | protection from H2O2 cell death, % at 20 µM | hit rate 0.63% among 360,000 | AID 588492;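 active = compounds giving at least 50% protection of heart cells from peroxide-induced death in the single-dose screen, raw or plate-pattern-corrected value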;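 also: 0% = DMSO wells with peroxide and 100% = DMSO wells without peroxide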
ABCB6 inh 2 – blocks the human ABCB6 transporter; AID 602162; K562-ABCB6 porphyrin accumulation, flow cytometry, 1 h; hits give low values; hit rate 0.19% among 360,000; fluorescence ratio to DMSO, % at 10 µM; Q9NP58;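 active = fluorescence ratio to DMSO below 75%, the collection mean minus 3 SD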;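 also: signal is porphyrin accumulated inside mitochondria; 100% equals median channel fluorescence of DMSO control wells; lower ratio means ABCB6 inhibition with less porphyrin fluorescence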
m5-HT2A agonist – mouse HTR2A agonism via beta-arrestin recruitment. P35363. CHO-K1 mHTR2A beta-arrestin complementation, luminescence; percent of 30 µM serotonin response. activation, % at 7.6 µM. hit rate 0.66% among 360,000;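 active = activation above a run cutoff, the mean activation of all tested compounds plus 3 SD, cut at about 14% in these data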;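 also: 0% = plate median of compound wells and 100% = 30 µM serotonin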
CaV13 ICDI inh – Primary screen for inhibitors of IQ motif and Ca2+-dependent inactivation inhibitor domain binding in CACNA1D, Förster resonance energy transfer in living cells, …; HEK cells, CFP/YFP FRET ICDI-IQ, plate reader, 10 min; percent FRET-ratio fall versus neutral wells; inhibition, % at 12.3 µM; hit rate 0.098% among 340,000; AID 743397;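 active = mean replicate inhibition of at least 30% and at least 1% of replicates passing that level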;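 also: 0% = median of the neutral control wells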
aDG glyco up – alpha-DG glycosylation activation. hit rate 0.22% among 360,000. Pro5-aDG cells, alpha-DG glycosylation AlphaScreen (IIH6); 0% Pro5, 100% B10-LARGE cell signal. activation, % at 10 µM. AID 624168;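 active = activation of at least 8% versus controls, or a plate z-score of at least 8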;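 also: Pro5 are CHO cells carrying HIG-tagged alpha-DG that lacks glycosylation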
N-glyco inh – blocks N-linked glycosylation in D54 reporter cells. D54 ERlucT glycosylation luciferase reporter, 24 h; percent of 100 nM tunicamycin response. reporter increase, % at 12.5 µM. hit rate 0.23% among 360,000. AID 588692;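 active = mean luciferase reporter signal, scaled so untreated is 0 and the glycosylation-blocking control 100, at or above a set limit in every replicate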;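 also: luciferase carries N-glycosylation sites so blocking glycosylation raises the light; 0% = median of neutral control wells and 100% = median of 100 nM tunicamycin wells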
* hit, by the source's call; nt = no result given.

SMILES	PDI inh	MC4R barr agon	MC4R antagonist	Vif inh	Cardio protect	ABCB6 inh 2	m5-HT2A agonist	CaV13 ICDI inh	aDG glyco up	N-glyco inh
OCC1(CCc2ccccc2)CCN(Cc2ccc(OC(F)F)cc2)CC1	3	-1.2	5	16	0	100	-9	-6	-0.1	2
COc1ccc2[nH]c3c(c2c1)CCN1C(=O)C(CC(=O)NCCCn2ccnc2)C[C@H](C(=O)N(C(C)C)C(C)C)[C@@]31C (stereo partly drawn)	2	0.1	-4	0	6	101	0	-4	-0.3	9
CN(Cc1ccccc1)S(=O)(=O)c1ccc(Cl)c(C(=O)NCCc2ccccn2)c1	-5	-2.5	9	3	-3	92	-2	1	0.2	-3
Cc1ccc(SCC(=O)OCC(=O)NCCNC(=O)COC(=O)CSc2ccc(C)c(C)c2)cc1C	-4	-0.2	2	-2	6	99	7	-3	-0.2	0
O=[N+]([O-])c1cc(C2Nc3cccc4cccc(c34)N2)ccc1Cl	-4	1.2	20	-2	-3	98	2	-2	-0.3	3
Cc1cc(Br)ccc1NC(=O)c1sc2ncnc(N3CCN(c4ccccn4)CC3)c2c1C	-3	-1.1	-14	6	5	88	5	-7	-0.1	12
COc1ccc(N2C(C)=CS/C2=C(/C#N)c2nnc(N3CCOCC3)n2-c2ccccc2)cc1	0	-1.2	6	-3	4	92	-3	-7	-0.1	1
C=C(C)CSc1nc(N)c2c3c(sc2n1)CCC3	0	2.3	-10	-13	-5	103	-3	-8	-0.2	-1
CCCCCOc1ccc(C(=O)Nc2ccc(S(=O)(=O)Nc3cc(C)on3)cc2)cc1	3	-0.7	13	1	-5	89	0	-5	-0.1	-1
O=C(Nc1ccccc1C(=O)N1CCCCC1)NC1CCCCC1	-1	-2.4	5	-7	-1	95	-1	-2	-0.3	0
CCCCOc1ccc(C(=O)NCC(=O)OCC(=O)N2CCN(S(=O)(=O)c3ccc(C)cc3C)CC2)cc1	-3	-0.6	-1	3	-12	92	-1	0	0.0	0
O=C(Nc1ccccc1)C1Cc2c(-c3ccccc3Oc3ccccc3)ccnc2O1 (stereo not drawn)	7	2.2	6	-25	-4	96	-2	-7	0.4	-5

Part of the list above, in markdown.
| smiles | PDI inh | MC4R barr agon | MC4R antagonist | Vif inh | Cardio protect | ABCB6 inh 2 | m5-HT2A agonist | CaV13 ICDI inh | aDG glyco up | N-glyco inh |
| --- | --- | --- | --- | --- | --- | --- | --- | --- | --- | --- |
| CCCCCOc1ccc(C(=O)Nc2ccc(S(=O)(=O)Nc3cc(C)on3)cc2)cc1 | 3 | -0.7 | 13 | 1 | -5 | 89 | 0 | -5 | -0.1 | -1 |
| OCC1(CCc2ccccc2)CCN(Cc2ccc(OC(F)F)cc2)CC1 | 3 | -1.2 | 5 | 16 | 0 | 100 | -9 | -6 | -0.1 | 2 |

Next section
SMILES	PDI inh	MC4R barr agon	MC4R antagonist	Vif inh	Cardio protect	ABCB6 inh 2	m5-HT2A agonist	CaV13 ICDI inh	aDG glyco up	N-glyco inh
O=C1CCCc2c1[nH]c1c(Br)cccc21	-3	-1.4	9	6	-3	97	-6	-6	-0.1	-9
COc1ccccc1NC(=O)[C@@H]1CCCN1S(=O)(=O)c1ccc(Cl)cc1	-3	1.3	11	-27	6	102	9	-5	0.1	0
Cc1ccc(C(CC(=O)c2ccco2)SCCO)cc1 (stereo not drawn)	18	-0.9	2	24	-22	93	2	-3	0.3	9
CCN1CCN(C(=O)C(C)Oc2ccc(S(=O)(=O)N3CCCC3)cc2C(N)=O)CC1 (stereo not drawn)	-2	0.1	2	9	2	97	-8	-2	-0.1	0
COc1ccc(NC(=O)COc2ccc3c(C)cc(=O)oc3c2)cc1S(=O)(=O)N1CCCCC1	-11	-4.3	-3	-15	6	95	-6	-3	0.3	0
O=C(O)c1cnc2ccccc2n1	-2	-0.8	-6	14	-3	108	-1	-5	0.0	1
CCCCN(CCCC)CCCNC(=O)c1ccc2nc(-c3ccccc3NC(C)=O)c(=O)[nH]c2c1	5	-2.5	15	-2	-3	96	-3	-2	-0.3	1
CCn1ccnc1CNC(=O)c1ccc2oc(C(C)C)nc2c1	-8	-2.5	6	8	2	97	7	-2	0.6	1
O=C(O)c1cccc(S(=O)(=O)NCC2COc3ccccc3O2)c1 (stereo not drawn)	5	-2.6	9	26	-2	137	1	-12	-0.1	4
COc1cccc(NC(=O)CSc2nnc(Cc3cccn3C)n2-c2ccc(F)cc2)c1	nt	-0.3	16	-4	8	100	0	-2	0.3	-3
O=S(=O)(c1cccs1)N1CCN(Cc2nc3ccccc3s2)CC1	3	0.4	6	-2	-4	95	-3	-3	-0.1	-6
COc1ccc(C(OCC(O)CN2CCC(O)CC2)c2ccc(OC)cc2)cc1 (stereo not drawn)	18	-2.2	-5	11	10	96	-2	-4	0.1	-2
O=C(NNC(=O)c1cccc(-n2cnnn2)c1)c1ccccc1	-2	-2.5	7	7	-1	100	-3	-1	-0.3	1
Cc1ccc(CNC(=O)C2CCC(CNS(=O)(=O)c3cccs3)CC2)cc1 (stereo not drawn)	-2	-0.2	2	30	-1	98	-3	-7	0.0	0
Cc1ccc(SCC(=O)OCC(=O)N(C)CC(=O)Nc2ccccc2Cl)cc1	-5	0.6	6	9	0	98	-3	-6	-0.1	2
CCC(=O)NC(c1ccc(OC)cc1)c1cc(Cl)c2cccnc2c1O (stereo not drawn)	-2	-2.4	-2	-3	47	103	-6	-26	0.6	-13
CCOC(=O)c1c(/N=C/C2=C(O)CC(C)(C)CC2=O)sc(C)c1C	5	-0.8	15	-1	18	96	1	-3	-0.2	5
CCN(CC(=O)Nc1ccc(NC(C)=O)cc1)C(=O)c1c(-c2c(F)cccc2Cl)noc1C	-5	-1.1	3	2	-2	94	-5	-2	0.4	4
Oc1[nH]c2ccc(Br)cc2c1N=Nc1ccc(F)cc1	-4	-1.7	-4	-17	-8	102	3	-31	-0.1	5
Cc1cccc(C)c1OCC(=O)N(Cc1ccc(Cl)cc1)C1CCS(=O)(=O)C1 (stereo not drawn)	-10	-1.4	6	2	-4	93	-1	-3	0.6	-1
Cc1ccc([N+](=O)[O-])cc1NC(=O)C(C)NS(=O)(=O)c1ccc(F)cc1 (stereo not drawn)	-4	-1.0	12	5	4	93	1	-3	-0.2	0
CCC(=O)c1ccccc1OCCN1CCN(Cc2ccccc2)CC1	3	-0.9	12	3	-2	96	-5	-18	0.1	-5
CC1CN(C(=S)Nc2ccc(F)cc2F)CC(C)O1 (stereo not drawn)	-4	-2.2	-1	nt	5	92	5	-10	0.0	2
CC(NC(=O)C1CCN(C(=O)Nc2ccccc2)CC1)c1ccccc1Cl (stereo not drawn)	3	-0.2	9	-2	-3	92	-7	-5	0.4	-3
C/C=C/C(=O)Nc1cccc(C2=NOC3(C2)C[C@@H](C(N)=O)N(C(=O)c2cc([N+](=O)[O-])cc([N+](=O)[O-])c2C)C3)c1 (stereo partly drawn)	8	-1.9	-2	5	1	95	-4	-6	-0.1	2
COc1ccccc1N=C1SCC(=O)N1c1ccccc1OC	4	-1.8	0	-2	-3	82	2	-9	0.0	0
CCOC(=O)CSc1nc(N2CCOCC2)c2c(c1C#N)CC(C)(C)N(C)C2	-3	-3.9	0	17	0	103	-4	-3	0.2	1
Cc1ccc(-n2[nH]c(=O)c(-c3ccccn3)c2C)cc1	1	-2.3	-1	4	-18	102	0	-2	-0.1	-19
COc1cc2c(cc1OC)[C@@H](NC(=O)Cc1ccc(F)cc1)[C@H](OCc1ccccc1)C2	1	-1.9	1	4	17	105	-2	-5	-0.3	-5
FC(F)(F)c1cccc(Oc2nc(-c3ccccc3)nnc2C(F)(F)F)c1	1	-2.4	11	-2	-2	100	1	-3	-0.3	2
Cn1cc(Cl)c(C(=O)NNC(=S)Nc2cccc(Cl)c2)n1	-16	-1.1	-8	-3	-2	83	5	-18	-0.3	1
Cc1cccc(CN2CCC(C(=O)Nc3ccc(-n4nc(C)cc4C)cc3)CC2)n1	-14	-3.1	9	-5	-6	97	-1	-10	0.1	0
O=S(=O)(c1cccc(COc2c(Cl)cccc2Cl)c1)N1CCOCC1	2	-1.0	14	1	-10	102	-1	-4	0.0	-3
O=C(Nc1ccc2c(c1)OCO2)Nc1ccc(Br)cn1	-5	5.5	-2	-11	-8	94	-1	-7	-0.3	2
COc1cc(CNCCCN2CCOCC2)ccc1OCC(=O)NC(C)(C)C	3	0.7	2	4	22	93	-1	-2	0.3	0
CN1CCN(Cn2cc(/C=C/C(=O)c3ccccc3)c3ccccc32)CC1	9	4.0	5	-2	-6	105	-3	nt	0.0	-4
C/C=C(\C)CN1CCCC(N(C)CCc2ccc(OC)c(OC)c2)C1 (stereo not drawn)	2	1.0	25	-1	-3	101	-6	-5	-0.1	-2
COc1ccc(OC)c(NC(=O)C2CCCN(S(=O)(=O)c3cccc4nonc34)C2)c1 (stereo not drawn)	-2	-1.3	5	6	-1	93	-3	-8	-0.1	2
O=C1CSC(c2ccccc2[N+](=O)[O-])N1c1ccc(O)cc1 (stereo not drawn)	-2	-0.5	6	5	-3	99	1	-6	0.0	0
O=C(Nc1ccc(Cl)cc1C(=O)NCc1cccnc1)c1ccc(Cl)cc1Cl	1	-1.0	-2	-6	2	101	-3	-19	0.4	11
COc1ccc(CNC(=O)C(OC(C)=O)c2ccccn2)cc1 (stereo not drawn)	-4	-0.2	9	1	2	92	7	1	0.1	0
Clc1ccc(-c2cc3ccccc3nc2N2CCCC2)cc1	-2	-0.3	14	-5	-16	112	-5	-3	0.1	-1
COc1ccc(NC(=O)CN2CCC3(O)CCCCC3C2c2cc(OC)ccc2OC)cc1 (stereo not drawn)	-19	-0.8	-1	nt	28	104	4	nt	0.1	1
O=S(=O)(NCC(c1cccnc1)N1CCN(Cc2ccccc2)CC1)c1ccc(F)cc1 (stereo not drawn)	9	-0.4	0	3	-5	100	-1	-5	-0.4	-2
C[C@H](CO)N1C[C@H](C)[C@@H](CN(C)C(=O)NC2CCCCC2)Oc2ccc(NS(=O)(=O)c3cn(C)cn3)cc2C1=O	5	-1.4	0	nt	5	101	5	-5	0.5	3
O=C(CSc1ccsc1[N+](=O)[O-])Nc1cccc(F)c1	12	-2.6	-6	0	-8	101	2	-5	-0.1	3
Cc1cc(/C=C(/C#N)C(=O)Nc2ccccc2)c(C)n1-c1cccnc1	3	-1.5	1	31	-10	106	-2	-7	-0.1	-7
CC1CCCC(NC(=O)C2CC(=O)N(Cc3ccccc3)C2)C1C (stereo not drawn)	-5	-1.8	10	-8	5	101	-6	-10	-0.1	0
CC(C)c1ccccc1NCC(=O)N1CCN(Cc2ccccc2)CC1	5	1.4	13	-3	-5	97	4	-3	0.0	-2
FC(F)(F)c1ccccc1NC1=NCCC1	-3	-2.4	11	4	8	95	0	2	-0.6	-2
O=C(C[n+]1ccccc1)N/N=C/c1ccc(C(=O)O)cc1	-6	0.0	3	21	8	99	5	-3	-0.2	2
O=C(c1ccccc1)c1ncc(C(F)(F)F)cc1Cl	6	0.4	-3	1	3	97	7	-9	0.0	3
CCNC(=S)NNC(=O)CC(C)C	-5	-1.1	13	-1	-4	96	-1	-1	0.6	0

Screens from PubChem BioAssay.
